All columns: NCI-60 one-dose screen, growth in % after 48 h at 10 µM unless noted; 100 = growth as untreated, 0 = no growth, -100 = all killed.
MOLT-4 – MOLT-4 leukemia cells; actives 6.9% (n = 80,000)
HOP-92 – HOP-92 NSCLC cells | actives 6.3% (n = 71,000)
EKVX – EKVX NSCLC; AID 1794765; actives 3% (n = 71,000)
SR – SR leukemia cells; actives 8.7% (n = 73,000)
HOP-62 – HOP-62 NSCLC. actives 3.9% (n = 80,000). AID 1794735
K-562 – K-562 leukemia; actives 7.4% (n = 78,000)
CCRF-CEM – CCRF-CEM leukemia | actives 7% (n = 77,000) | AID 1794778
RPMI-8226 – RPMI-8226 leukemia cells; actives 7.5% (n = 77,000); AID 1794781
An asterisk follows results filed as active; nt = no result given; & = joins results of further samples; [ ] = remark or other dose. How the source made its calls: active means growth percent below 10; inactive means the rest.

SMILES	MOLT-4	HOP-92	EKVX	SR	HOP-62	K-562	CCRF-CEM	RPMI-8226
O=[N+]([O-])c1cccc(/C=N/NC(=S)NC23CC4CC(CC(C4)C2)C3)c1	96	64	71	81	24	89	86	93
O=C(O)C(=O)c1cccc([N+](=O)[O-])c1	98	93	115	90	106	97	103	103
COC(=O)C(NC(=O)c1ccccc1)C(C)(C)SCc1ccccc1 (stereo unspecified)	83&91	78&77	110	98&103	103&94	87&100	94&103	92&104
COc1cc(O)cc(C)c1C(=O)O[C@@H]1[C@@H](CO)OC(n2ccc(=O)n(C)c2=O)[C@@H]1OC(C)=O (stereo partly specified)	100	95	88	119	83	111	100	109
O=NC1C(Cl)C2CC1C1C=CCC12 (stereo unspecified)	102	104	101	105	104	109	123	111
CCCCOCc1ccc(OC)cc1	94	99	103	86	102	112	94	99
N=c1ncn(C2OC(CO)C(O)C2O)c2nc(Br)[nH]c12 (stereo unspecified)	98	126	110	117	96	88	100	104
ClCCCCOC1CCCCO1 (stereo unspecified)	111	127	98	119	112	109	117	116
COc1cc(CNC(=O)Cc2ccccc2)ccc1OCc1cn(-c2ccc(C)c(C)c2)nn1	88	101	89	nt	96	90	65	52
CC(C(O)c1cccc2ccccc12)N(C)C (stereo unspecified)	112	85	103	111	106	100	108	115
COc1ccc(-c2cc(-c3nnc(SCC(=O)Nc4ccc(/C(C)=N\O)cc4)o3)c3cc(OC)ccc3n2)cc1	72	87	90	44	88	63	67	53
NC(=O)c1ccccc1C(=O)c1ccccc1	100	94	107	85	104	104	104	102
O=CN/N=C/c1ccc(Cl)c([N+](=O)[O-])c1	21	nt	nt	40	21	15	15	16
Nc1ccc2nc(NC(=O)CN3CCCCCC3)sc2c1	102	96	103	100	97	95	98	103
CC(C)C[C@H]1N[C@]2(C(=O)Nc3ccccc32)[C@@H](c2ccc(F)cc2)[C@@H]1C(=O)c1ccc(O)cc1	67	86	73	64	88	75	85	83
CCOC(=O)Nc1cc(F)cc(C(F)(F)F)c1F	102	95	99	105	102	108	102	101
CC(=O)N(C)c1cccc(C)c1	86	nt	111	25	100	103	87	nt
COc1ccc(-c2nc(SCC(C)C)nc(N3CCCCC3)c2C#N)cc1	93	104	94	79	nt	101	88	104
CCn1c2ccc(Br)cc2c2c3c(c4c5ccccc5ccc4c21)C(=O)NC3=O	91	136	98	71	100	88	89	98
Cc1ccc(C2CC2Cc2ccc(F)cc2)cc1 (stereo unspecified)	114	119	103	115	101	104	101	114
CCOC(=O)c1c2c(n(-c3ccc([N+](=O)[O-])cc3)c1-c1ccccc1)C=CCC2	53	83	82	71	82	59	85	74
COc1ccc(OC2=CC(=O)c3ccc(C)nc3C2=O)cc1	66	122	97	51	89	43	18	80
CCOC(=O)C1=C(Nc2ccc(Br)cc2)C(=O)N(CC)C1	103	48	nt	98	86	106	nt	100
C=C(C)[C@@H]1CC[C@]2(C(=O)NCCCCCCN(CCCN)CCCN)CC[C@]3(C)[C@H](CC[C@@H]4[C@@]5(C)CC[C@H](O)C(C)(C)[C@@H]5CC[C@]43C)[C@@H]12	84[100 µM]	47[100 µM]	133[100 µM]	54[100 µM]	89[100 µM]	38[100 µM]	70[100 µM]	76[100 µM]
CN1C(=O)N2CN(CC3CC3)CN3C(=S)NC1C23 (stereo unspecified)	89	nt	102	88	102	90	92	nt

Part of the list above in order of SMILES length, falling.
SMILES	MOLT-4	HOP-92	EKVX	SR	HOP-62	K-562	CCRF-CEM	RPMI-8226
C=C(C)[C@@H]1CC[C@]2(C(=O)NCCCCCCN(CCCN)CCCN)CC[C@]3(C)[C@H](CC[C@@H]4[C@@]5(C)CC[C@H](O)C(C)(C)[C@@H]5CC[C@]43C)[C@@H]12	84[100 µM]	47[100 µM]	133[100 µM]	54[100 µM]	89[100 µM]	38[100 µM]	70[100 µM]	76[100 µM]
CC(C)C[C@H]1N[C@]2(C(=O)Nc3ccccc32)[C@@H](c2ccc(F)cc2)[C@@H]1C(=O)c1ccc(O)cc1	67	86	73	64	88	75	85	83
COc1cc(O)cc(C)c1C(=O)O[C@@H]1[C@@H](CO)OC(n2ccc(=O)n(C)c2=O)[C@@H]1OC(C)=O (stereo partly specified)	100	95	88	119	83	111	100	109
O=[N+]([O-])c1cccc(/C=N/NC(=S)NC23CC4CC(CC(C4)C2)C3)c1	96	64	71	81	24	89	86	93
CCn1c2ccc(Br)cc2c2c3c(c4c5ccccc5ccc4c21)C(=O)NC3=O	91	136	98	71	100	88	89	98
COc1ccc(-c2nc(SCC(C)C)nc(N3CCCCC3)c2C#N)cc1	93	104	94	79	nt	101	88	104
CCOC(=O)C1=C(Nc2ccc(Br)cc2)C(=O)N(CC)C1	103	48	nt	98	86	106	nt	100
COc1ccc(OC2=CC(=O)c3ccc(C)nc3C2=O)cc1	66	122	97	51	89	43	18	80
CN1C(=O)N2CN(CC3CC3)CN3C(=S)NC1C23 (stereo unspecified)	89	nt	102	88	102	90	92	nt
Nc1ccc2nc(NC(=O)CN3CCCCCC3)sc2c1	102	96	103	100	97	95	98	103
Cc1ccc(C2CC2Cc2ccc(F)cc2)cc1 (stereo unspecified)	114	119	103	115	101	104	101	114
NC(=O)c1ccccc1C(=O)c1ccccc1	100	94	107	85	104	104	104	102
O=NC1C(Cl)C2CC1C1C=CCC12 (stereo unspecified)	102	104	101	105	104	109	123	111
CC(=O)N(C)c1cccc(C)c1	86	nt	111	25	100	103	87	nt
CCCCOCc1ccc(OC)cc1	94	99	103	86	102	112	94	99
ClCCCCOC1CCCCO1 (stereo unspecified)	111	127	98	119	112	109	117	116

More compounds
SMILES	MOLT-4	HOP-92	EKVX	SR	HOP-62	K-562	CCRF-CEM	RPMI-8226
COC(=O)[C@H](c1ccccc1Cl)N1CCc2sccc2C1	91&112	100	100&99	nt	110&95	106&109	130&182	111&193
C/C(=N\Nc1ccc([N+](=O)[O-])cc1[N+](=O)[O-])c1ccc(Br)cc1	104	94	96	84	108	99	97	93
CCNCC[C@H](O)CNCCCCNC[C@@H](O)CCNCC	107	120	94	117	90	80	111	101
CCCCN(CCCC)CCCn1c(=O)c2sc3ncccc3c2n2nnc(-c3ccccc3)c12	95	75	-3.2*	99	105	108	91	96
Nc1ccc(C2=NN(C(=O)c3cc(-c4ccc(Cl)cc4)nc4ccccc34)C(c3ccccc3)C2)cc1 (stereo unspecified)	41	51	40	26	35	16	24	8.1*
O=C(Nc1ccccc1)c1ccc(COc2ccccc2)o1	88	nt	90	87	99	93	100	83
COc1ccc(C(=O)CCC(=O)O)c2c(OC)cccc12	103	85	97	95	103	102	101	99
CCOc1cc(Cl)c(C(C)NC(=O)c2ccccc2)cc1OCC (stereo unspecified)	83	nt	nt	79	88	78	78	60
Cc1n[nH]c(=O)[nH]c1=O	128	89	96	114	101	118	90	96
CCCCn1c(SCCc2c[nH]c3ccccc23)nnc1-c1ccncc1	110	91	100	101	106	104	108	107
O=C(Nc1ccccc1)C1CN(Cc2ccccc2)CCS1 (stereo unspecified)	105	111	98	91	92	94	97	107
CCn1c2c(c3ccccc31)CC1CN(Cc3ccco3)C(=O)C1C2C(=O)O (stereo unspecified)	107	85	89	119	100	97	105	98
COc1ccc(CN2C(=O)C(Cl)=C(Nc3cccc(C(F)(F)F)c3)C2=O)cc1	12	-17*	63	9.3*	28	28	nt	43
Cn1c(-c2ccccc2)c(C(C[N+](=O)[O-])c2cccs2)c2ccccc21 (stereo unspecified)	70	83	81	72	107	68	82	84
CC(=O)Nc1ccccc1C(=O)O	103	93	100	100	98	113	98	105
Cc1c(C#N)c(N)n(CCN2CCNCC2)c1C	97	95	114	98	100	100	99	98
Cc1ccc(COc2ccc(NC(=O)c3ccc4nc(NC(=O)c5ccc(NCCc6ccccc6)c([N+](=O)[O-])c5)sc4c3)cc2)cc1	95	93	92	83	94	87	94	88
CCCCCCCCCCCCCCCCCC[S+](C)CC (stereo unspecified)	-5.0*	27	92	33	16	48	15	30
CC(C)c1ccc(C(=O)OC2CCCCC2)cc1	112	65	93	101	83	116	121	100
COc1ccc(-n2c(NC(=O)N3CCN(C)CC3)c(C#N)c3ccccc32)cc1	44	44	12	31	31	59	60	42
Cc1ccc(NC(=O)c2ccc(Nc3ncnc4c3cnn4-c3cccc(Br)c3)cc2)cc1	39	57	67	34	94	56	55	51
COCc1nc2ccccc2[nH]1	93	100	94	101	105	99	105	108
Cc1ccc(S(=O)(=O)CCC(=O)Nc2ccc(S(N)(=O)=O)cc2)cc1	113	109	101	nt	101	102	106	108
O=C1OC(N(Cc2ccc(Cl)cc2)c2ccccc2)c2ccccc21 (stereo unspecified)	82	100	102	98	89	87	92	97
C#CCC#CCN1CCC[C@H]1C(=O)NCC(=O)OC	107	nt	98	118	104	98	109	113
SMILES	MOLT-4	HOP-92	EKVX	SR	HOP-62	K-562	CCRF-CEM	RPMI-8226
CCOc1ccc(Br)cc1/C=C1\N=C(c2ccccc2)OC1=O	82	80	110	49	103	91	87	77
CCCc1n(Cc2ccc3ccccc3c2)c2ccccc2[n+]1Cc1ccc2ccccc2c1	-59*	-48*	-4.8*	-47*	-55*	-71*	-32*	-61*
COc1cc2nc(N3CCCC3)nc(NCc3ccccc3)c2cc1OC	35	61	75	nt	87	1.4*	5.9*	13
COc1cc(/C=C/C(=O)CC(=O)/C=C/c2cc(Br)c(OC)c(OC)c2)cc(Br)c1OC	72	94	105	50	93	73	114	116
COc1ccc(N2C(=O)C(=S)N(c3ccc(OC)cc3)C2=O)cc1	98	100	107	93	79	89	100	101
CCc1ccn2c(=O)c(C)cnc2c1	100	93	92	98	93	106	100	103
CNC(=S)NC	111	58	126	115	110	107	108	103
NC(=O)/C(=C\c1ccc([N+](=O)[O-])o1)c1ccco1	86	nt	nt	97	101	104	74	95
CC(=O)c1cc2c(cc1Cl)C(C)(C)CCC2(C)C	93	100	95	87	97	98	102	nt
FC(F)(F)c1ccc(-c2cnc(Cl)nc2NC2CCCCCC2)cc1	85	-28*	nt	39	33	12	26	-4.8*
CCCCN(CCCC)CCCC	86	108	97	77	88	75	93	103
CC(C)N(CCNc1nc(C(Cl)(Cl)Cl)nc2cc(Cl)ccc12)C(C)C	-21*	nt	8.1*	-28*	-41*	-54*	-8.6*	3.6*
Cn1c(=O)c2c(nc(C(O)c3ccccc3)n2C)n(C)c1=O (stereo unspecified)	105	nt	126	96	108	108	98	nt
Cc1ncc(C(=O)Nc2ccc(CN3CCN(C)CC3)c(C(F)(F)F)c2)cc1C#Cc1cnc(NC2CC2)c2ncccc12	-65*	33	-86*	nt	17	-57*	-43*	-41*
CCCCCC(CC)(C(=O)OCC)C(=O)OCC	119&83	84	103&111	120&85	100&126	140&99	93&102	109&98
Cn1ncc2cc3c(Nc4ccc(Cl)cc4)cccc3nc21	89	77	77	85	89	80	96	79
Nc1ccc2c(c1)C(=O)c1cc(N)c(Cl)cc1-2	70	85	90	67	110	nt	73	84
COc1ccc(S(=O)(=O)N2CCN(c3cc4c(cc3F)c(=O)c(C(=O)O)cn4C3CC3)CC2)c(OC)c1	69	90	nt	82	87	89	87	87
CCOC(=O)c1cnc2c(-c3ccc(Cl)c(Cl)c3)cnn2c1	62	40	81	23	69	22	68	88
CC(=O)C1=C(C)NC(NN)=NC1c1ccc([N+](=O)[O-])cc1 (stereo unspecified)	95	109	93	96	107	95	107	107
c1ccc2[nH]ccc2c1	108	87	nt	103	92	94	108	105
CN(C)c1ccc(-c2cc(-c3ccc(Nc4nc(Nc5ccc(Cl)cc5)nc(Nc5ccc(Cl)cc5)n4)cc3)nc(N)c2C#N)cc1	45	46	80	41	73	68	47	-27*
COC(=O)c1c(O)cc(OC)cc1O	102	nt	nt	93	122	105	97	102
COc1ccc(-c2nn(-c3cccc(Cl)c3)cc2C=C2C(N)=NN=C2N)cc1	102	123	96	114	99	98	93	107
CN(Cc1ccccc1)c1ccccc1	109	98	95	131	97	103	116	113
SMILES	MOLT-4	HOP-92	EKVX	SR	HOP-62	K-562	CCRF-CEM	RPMI-8226
COc1ccc(C2=C(Nc3ccc(C(=O)Nc4ccc(Cl)cc4)cc3)C(=O)N(C)C2=O)cc1	67	110	74	58	69	75	89	94
CC(=O)Nc1ccc(/C=C(\C#N)c2ccc(C)cc2)cc1	102	nt	101	91	121	95	81	90
CCn1c(SCC(=O)N/N=C/c2ccc(Cl)cc2)nc2c1c(=O)n(C)c(=O)n2C	89	94	98	93	96	98	99	106
C=C(C)[C@H]1CC2=C(C(=O)OC)C=C(O2)[C@@H]2C[C@@]2(C)[C@H]2C=C(C(=O)O2)[C@H](O)C1	101	86	103	78	105	88	94	nt
CCc1ccccc1NC(=O)/C(C#N)=C/c1ccc(OC)cc1	87	87	93	nt	96	99	85	91
C#CCNc1ccc(C(=O)OCC)cc1	111	nt	104	110	111	84	114	118
Cc1cccc(/C=C2\N=C(c3ccccc3)N(c3ccc(S(N)(=O)=O)cc3)C2=O)c1	90	105	92	70	84	91	100	99
O=S(=O)(Oc1ccccn1)c1ccc(Br)cc1	99	81	96	108	105	127	101	103
CCOC(=O)c1cc(C(N)=O)n2c1ccc1c3ccccc3ccc12	106	114	111	76	134	108	103	120
ClCC(Cl)(Br)CBr (stereo unspecified)	105	82	nt	92	88	104	94	100
CC(C)CC(NC(=O)OCc1ccccc1)(C(=O)O)C(=O)O	88	79	96	84	85	92	96	85
COc1cc(/C=C/C(=O)c2nnn(-c3ccc(Cl)cc3)c2C)cc(OC)c1OC	-11*	39	10	5.5*	37	3.4*	-19*	-7.7*
OC1CCCCC1O (stereo unspecified)	91	109	112	92	115	94	96	105
COc1ccc(Cc2nn(CC(=O)N/N=C/c3ccc(C)cc3)c(=O)c3c(C)noc23)cc1	104	90	95	134	99	105	106	104
CCn1cnc2c1c(=O)[nH]c(=O)n2Cc1ccc(CNS(=O)(=O)c2ccc(OC3CCOCC3)c(F)c2)cc1	79	55	89	nt	61	74	nt	59
COC(=O)C(=Cc1ccccc1[N+](=O)[O-])C(=O)OC	4.7*	17	51	-22*	104	-12*	-1.1*	-19*
C=C1C(=O)O[C@H]2[C@H]1CC/C(COC(=O)c1ccccc1)=C\CC[C@@]1(C)O[C@@H]21	-22*	-42*	12	-14*	37	nt	-26*	-36*

Assay outcomes (PubChem)
